Bioassay records: PubChem, National Center for Advancing Translational Sciences (NCATS)
Menin MLL FP TR: displaces Texas Red mutant MLL peptide from human menin; O00255; Menin + Texas Red MLL mutant peptide, fluorescence polarization; Potency, µM (top dose mostly 61.6 µM), inactives show at the highest dose FP activity change, negative = inhibition, most hits filed as inhibitors; actives 0.23% (n = 270,000); AID 1768; active = well fitted inhibition curve with a large enough effect in the polarisation, with a control signal flat, not every such curve was filed as active; inconclusive = small, poorly fitted or top-dose-only effect, or effect the other way, or a change in a side signal; inactive = no such curve, though single readings can be large or run the other way; the % refers to the polarisation; note: potency is the fitted concentration of half-maximal effect; % of control where 0% means no effect; many of its hits are not listed in these tables
USP2a inh: blocks human ubiquitin-specific protease USP2a | actives 0.01% (n = 330,000) | O75604 | AID 463254 | USP2 core, Ub-CHOP2 coupled fluorogenic reporter, 485/531 | Potency, µM (titrated, usually from 38.3 µM), for inactives: top-dose activity change, negative = inhibition, most hits filed as inhibitors;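 note: potency is the fitted concentration of half-maximal effect; plate controls were DMSO wells for no effect and full inhibition by NEM control for full effect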
Target sequence (O75604 whole entry, looked up): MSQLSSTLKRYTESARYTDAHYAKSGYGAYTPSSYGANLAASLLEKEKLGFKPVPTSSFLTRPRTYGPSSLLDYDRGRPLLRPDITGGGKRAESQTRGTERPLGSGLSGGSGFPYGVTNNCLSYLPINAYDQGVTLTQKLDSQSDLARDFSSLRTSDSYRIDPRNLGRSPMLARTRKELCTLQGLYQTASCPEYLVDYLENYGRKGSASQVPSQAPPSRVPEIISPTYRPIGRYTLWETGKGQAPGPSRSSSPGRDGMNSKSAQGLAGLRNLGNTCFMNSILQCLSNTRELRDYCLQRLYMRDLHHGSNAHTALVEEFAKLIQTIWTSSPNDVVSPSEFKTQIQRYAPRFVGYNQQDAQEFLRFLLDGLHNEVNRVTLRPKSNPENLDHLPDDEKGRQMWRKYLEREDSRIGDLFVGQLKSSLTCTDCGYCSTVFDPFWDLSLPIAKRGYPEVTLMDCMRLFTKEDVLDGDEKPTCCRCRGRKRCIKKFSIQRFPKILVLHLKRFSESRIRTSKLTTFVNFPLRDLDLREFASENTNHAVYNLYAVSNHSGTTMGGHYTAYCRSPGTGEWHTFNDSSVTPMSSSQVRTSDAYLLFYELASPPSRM
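Deubiquitinase activity read as fluorescence (485/531 nm) after Ub-CHOP2 cleavage activates the enterokinase reporter on its substrate; USP2 core 10nM, Ub-CHOP2 and substrate 25nM each, 30min compound preincubation then 60min RT; data normalized to NEM, curves fitted.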
ASM inhibitor: human S-ASM enzyme inhibition; placental ASM, HMU-PC fluorogenic substrate, 60 min; Potency, µM (highest dose often 57.5 µM), inactives show top-dose activity change, negative = inhibition, actives largely listed as inhibitors; actives 0.006% (n = 340,000); note: potency is the fitted concentration of half-maximal effect
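Human placenta-derived ASM preincubated with compound 10 min at room temperature, then reacted with 9 uM (final) fluorogenic HMU-PC substrate for 60 min at 37 C. Stop solution raises pH to 10; fluorescence read at Ex 386/Em 447 nm.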
BCR signal inh: inhibitors of chronic active B-cell receptor signaling. Potency, µM (top dose mostly 46.1 µM), for the others: at the highest dose ratio change, negative = lower green/red ratio, usual class: inhibitors. AID 493014. ABC-DLBCL IkBa-CBG/CBR reporter, luminescence ratio, 4 h. actives 0.05% (n = 340,000); active = well fitted inhibition curve with a large enough effect in the signal ratio, with a control signal flat, not every such curve was filed as active; inconclusive = small, poorly fitted or top-dose-only effect, or effect the other way, or a change in a side signal; the % refers to the signal ratio;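 note: potency is the fitted concentration of half-maximal effect; plate controls were basal doxycycline-induced cells for no effect and cells given 10 µM MG132 for full effect; MG132 reads +100%, hits lower the ratio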
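Concentration-response series (up to 46 uM) were applied to TMD8 dual-reporter cells for 4 h at 37C with doxycycline. Green/red ratio, after filter-overlap correction, defined %Activity; red signal alone was normalised to basal cells and zero luminescence.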
Mito fusion act: mitochondrial division inhibition or fusion activation; S. cerevisiae fusion-defective mutant growth rescue, CellTiterGlo 48 h; Potency, µM (highest dose often 46.1 µM), for inactives: at the top dose growth rescue (activation), hits mostly activators; actives 0.23% (n = 320,000); AID 485298;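 note: potency is the fitted concentration of half-maximal effect; % of control where 0% means no effect; nearly all actives have a fitted effect of over 45% in size; temperature-sensitive fusion mutants such as fzo1-1 at 37 °C on non-fermentable ethanol glycerol medium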
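Read-out: ATP-based luminescence (CellTiterGlo, 10 min ambient) reporting growth of fusion-defective ts yeast after 48 hours at 37C on glycerol/ethanol YPEG medium in the presence of compound.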
MBNL1-CUG inh: MBNL1-poly(CUG) RNA binding inhibition; Potency, µM (top dose mostly 57.5 µM), for inactives: at the top dose activity change, negative = inhibition, hits mostly inhibitors; TR-FRET MBNL1-His/biotin-(CUG)12 binding, 665/545 ratio; actives 0.036% (n = 280,000); AID 2675; active = well fitted inhibition curve with a large enough effect in the signal ratio, with a control signal flat, not every such curve was filed as active; inconclusive = small, poorly fitted or top-dose-only effect, or effect the other way, or a change in a side signal; inactive = no such curve, though single readings can be large or run the other way; the % refers to the signal ratio; note: potency is the fitted concentration of half-maximal effect; % is set by controls: 0 for no effect and ±100 for the full control effect
Target sequence (Q9NR56 whole entry, looked up): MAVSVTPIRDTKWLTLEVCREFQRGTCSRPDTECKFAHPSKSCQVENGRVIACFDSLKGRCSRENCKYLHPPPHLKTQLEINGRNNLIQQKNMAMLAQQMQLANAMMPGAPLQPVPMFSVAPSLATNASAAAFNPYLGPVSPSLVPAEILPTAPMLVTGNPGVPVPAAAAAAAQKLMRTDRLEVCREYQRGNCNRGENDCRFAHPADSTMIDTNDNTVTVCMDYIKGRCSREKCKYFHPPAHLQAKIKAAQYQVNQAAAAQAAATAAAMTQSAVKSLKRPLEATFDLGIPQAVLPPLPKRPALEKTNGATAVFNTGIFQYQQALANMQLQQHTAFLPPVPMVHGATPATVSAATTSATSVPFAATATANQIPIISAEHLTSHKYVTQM
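TR-FRET between His-tagged MBNL1 and biotin-(CUG)12 RNA, detected with Tb anti-His antibody (0.055 ng/ul) and streptavidin-XL665 (5 nM), 60 min at room temperature. Compounds titrated 92 nM to 58 uM; 665/545 nm ratio normalized to buffer and complex controls.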
GALK inh: galactokinase (human) inhibition; Potency, µM (titrated, usually from 57.5 µM), for the others: at the top dose activity change, negative = inhibition, actives largely listed as inhibitors; actives 0.007% (n = 270,000); P51570; AID 1868; Purified GALK, Kinase-Glo residual ATP luminescence; note: potency is the fitted concentration of half-maximal effect; % is set by controls: 0 for no effect and ±100 for the full control effect
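Quantitative HTS: GALK 5 nM, ATP 35 uM, galactose 100 uM, 1 h room temperature, then luciferase-based ATP detection.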
TSHR antagonist: human thyrotropin receptor antagonism | P16473 | TSHR-expressing cells, TSH-stimulated cAMP HTRF, 2 h; active compounds read low | activity change, negative = inhibition, % at 11.5 µM | actives 0.2% (n = 330,000) | AID 504810;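 active = activity change below a set negative limit, meaning inhibition stronger than a set level, cut at about -70% in these data; inconclusive = activity change between two set negative limits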; note: % is set by controls: 0 for no effect and ±100 for the full control effect
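TSHR-expressing cells were treated with compounds, then stimulated with TSH at EC80 (4nM final) for 2 hours at 37 deg C. Cellular cAMP was measured by HTRF competition between lysate cAMP and cAMP-d2 for a cryptate-labelled anti-cAMP antibody.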
KCNH2 WT inh: KCNH2 (human, wildtype) channel inhibition; Q12809; U2OS, BacMam KCNH2, thallium flux FluxOr; active compounds read low; activity change, % at 1.84 µM; actives 0.37% (n = 340,000); AID 720551;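 active = maximum activity change below -70%; inconclusive = maximum activity change between -70% and -50%; inactive = maximum activity change above -50%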; note: % is set by controls: 0 for no effect and ±100 for the full control effect
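U2OS cells were transduced with wild-type KCNH2 virus (2.03 x 10^8 / mL) for 4 h at room temperature, then cultured overnight at 37 C. Thallium flux was read with FluxOr dye. Rate constants were normalized to DMSO controls.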
PKM2 activator: increases activity of human pyruvate kinase M2. P14618. purified PKM2, Kinase-Glo ATP luminescence, activation; response scale: 0% is enzyme alone, no compound. Potency, µM (highest dose often 57.5 µM), inactives show at the top dose activation, most hits filed as activators. actives 0.34% (n = 260,000); note: potency is the fitted concentration of half-maximal effect; % is set by controls: 0 for no effect and ±100 for the full control effect; nearly all actives have a fitted effect of over 55% in size
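Purified hPK-M2 (>95%) run at intermediate activity with 0.1 mM ADP and 0.5 mM PEP in 50 mM imidazole pH 7.2, KCl, MgCl2; 1 h room temperature. ATP formed read by Kinase-Glo luminescence; normalized to uninhibited and no-enzyme controls.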
Eya2 inh: Eya2 (human) phosphatase inhibition. O00167. recombinant Eya2, OMFP fluorescence dephosphorylation (OMFP is methylfluorescein phosphate). Potency, µM (doses to about 76.9 µM), without a hit: top-dose activity, negative = inhibition, hits mostly inhibitors. actives 0.006% (n = 330,000). AID 488837; note: potency is the fitted concentration of half-maximal effect; % is set by controls: 0 for no effect and ±100 for the full control effect
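Eya2 (0.2 uM) preincubated 10 min at ambient with compound, then OMFP substrate added at 50 uM; 10 min reaction in 50 mM HEPES pH 7.5, 50 mM NaCl, 5 uM MgCl2, 0.05% BSA, 1 mM DTT. Fluorescence read at Ex 485/Em 525 nm.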
* hit, by the source's call; u = inconclusive; x = no result given; & = joins results of further samples; [ ] = remark or other dose. Unless noted, calls come from the whole dose curve; as a rule, active = well fitted curve in the direction sought with a large enough effect; inconclusive = small, poorly fitted or top-dose-only effect, or another doubt; inactive = no such curve, though single readings can be large; an effect the other way counts as inactive or inconclusive.

SMILES | Menin MLL FP TR | USP2a inh | ASM inhibitor | BCR signal inh | Mito fusion act | MBNL1-CUG inh | GALK inh | TSHR antagonist | KCNH2 WT inh | PKM2 activator | Eya2 inh
COc1ccc(NC2=NC(C)(C)CS2)cc1 | -9.0% | -0.6% | -0.6% | 10.0% | 1.8% | -9.0% | 1.5% | 0.3 | -1.0 | 3.0% | -28.3%
CCOc1ccc(NC(=O)CCNC(=O)N2C[C@H]3C[C@@H](C2)c2cccc(=O)n2C3)cc1 | -0.9% | -0.4% | -0.9% | 7.7% | -2.3% | -9.1% | x | -3.9 | -5.6 | -1.1% | 4.2%
CC(=O)N1N=C2C3CCN(CC3)C2C1c1cccc2ccccc12 (centres undefined) | -1.1% | 0.4% | -2.8% | 1.8% | 6.0% | -31.8% | x | 24.5 | 1.0 | -16.3% | -0.7%
COc1cccc(CNC(=O)CCC(=O)N2C[C@H]3C[C@H](C2)c2cccc(=O)n2C3)c1OC | 1.8% | 0.8% | -2.8% | -22.9% | 0.2% | 0.2% | x | 4.1 | -8.4 | 0.2% | 1.0%
COC(=O)C1=C(c2cccc(OCc3ccccc3)c2)C[C@@H]2CC[C@H]1N2C(=O)NNCc1ccccc1 | x | 0.5% | -4.3% | 8.2% | 9.7% | x | x | -13.1 | -4.1 | x | -15.6%
O=C1CN=C(c2ccccc2)c2oc3ccc(Br)cc3c2N1 | 4.4% | -1.7% | 9.7% | u | 2.6% | -1.3% | 0.5% | -1.9 | 16.4 | 1.1% | -26.0%
CN1C(=O)CN=C(c2ccccc2)c2cc([N+](=O)[O-])ccc21 | 1.9%&-0.5% | 7.4% | x | -27.3% | u | u | -2.7% | -0.9 | x | 2.9% | 7.9%
Cc1cccc(NC(N)=S)c1 | -29.5% | 3.4% | -0.5% | 0.6% | -3.5% | 4.0% | -3.8% | -6.2 | 1.0 | -8.3% | -11.3%
COc1cc(C(=O)N/N=C/c2ccc(OC(=O)N3CCOCC3)cc2)cc(OC)c1OC | 8.1% | 0.3% | -3.7% | u | -6.8% | u | 0.2% | 8.6 | x | -7.0% | 4.1%
N=c1sc2c(n1Cc1ccccc1)CCCC2 | 0.6% | 0.7% | 0.7% | 4.3% | -0.7% | 11.5% | 4.3% | -6.1 | -7.6 | 11.7% | -4.5%
CC(=NCCO)c1c(O)n(C)c(=O)n(C)c1=O | 0.0% | 6.1% | 2.9% | 9.4% | -0.9% | -5.9% | 5.8% | -1.9 | -12.0 | -2.7% | 1.6%
OC1(c2ccc(F)cc2)CC2CCC(C1)N2Cc1nnnn1C1CCCCC1 (centres undefined) | -25.7% | 0.3% | -0.8% | -0.1% | 1.9% | 1.0% | -1.8% | -18.7 | -12.8 | 2.3% | 0.5%
O=[N+]([O-])c1ccc(N2CCCC2)c2ccncc12 | -4.0% | 3.0% | -11.4% | 7.8% | 0.5% | u | -2.1% | -13.2 | 1.1 | 4.5% | u
COC(=O)C1=C(c2ccccc2OCc2ccccc2)C[C@@H]2CC[C@H]1N2C(=O)NCc1ccc(N(C)C)cc1 | x | -3.8% | -4.6% | u | u | x | x | 16.5 | -12.5 | x | -14.5%
CC1Oc2cc3c(-c4c(O)cc(O)c5c(O)c6c(cc45)OC(C)C(C)C6=O)c(O)cc(O)c3c(O)c2C(=O)C1C (centres undefined) | x | u | -13.8% | u | 0.9% | -9.3% | -13.3% | -6.6 | 24.0 | 2.1% | -4.6%
CC1CC2(O)c3no[n+]([O-])c3CCC2N1O (centres undefined) | 8.0% | 2.0% | -2.0% | -1.0% | -3.9% | -3.7% | 1.3% | -2.6 | -2.8 | -3.1% | 8.3%
CCN1CCN(S(=O)(=O)c2ccc(Cl)c(C(=O)Nc3ccc(C(=O)N(CC)CC)cc3)c2)CC1 | x | 0.7% | -0.8% | -1.8% | -0.3% | 1.2% | 4.6% | 7.4 | 19.1 | -4.0% | -13.7%
CC(C)(O)/C=C/C(=O)[C@](C)(O)C1[C@H](O)C[C@@]2(C)C3CC=C4C(C[C@H](O)[C@@H](O)C4(C)C)[C@]3(C)C(=O)C[C@]12C (some centres undefined) | x | -0.2% | 3.1% | u | x | x | x | -7.0 | -0.1 | x | -18.3%
Cc1cc(C=C(C#N)C#N)ccc1N1CCCC1 | u | 5.6% | -6.8% | 0.6% | -0.5% | u | -1.8% | -20.1 | -2.7 | 1.8% | 21.1%
CCN(CC)c1ccc(C=C2C(=O)NC(=S)NC2=O)cc1 | 33.5%[activator] | 5.6% | -0.6% | -9.1% | -7.0% | 3.9% | -0.2% | 9.6 | 9.5 | 22.8% | -2.6%
O=C1NC(=O)C(=Cc2cccc(OCCOc3ccccc3)c2)C(=O)N1 | u | 1.4% | -4.7% | u | 2.3% | -0.1% | 1.0% | -4.2 | -0.5 | x | -2.5%
CC1(C)C(=O)C=C[C@]2(C)[C@H]3CC[C@@]4(C)[C@H](c5ccoc5)OC(=O)[C@H]5O[C@]54[C@]3(C)[C@H](O)C[C@@H]12 | 1.3% | 1.2% | 4.3% | -18.8% | 25.6% | -2.3% | x | 0.3 | x | -0.6% | -0.4%
COC(=O)c1ccccc1N=Cc1c(O)[nH]c(=S)[nH]c1=O | 13.5% | 10.0% | 14.6% | -1.3% | 2.4% | x | -1.2% | -4.4 | 3.7 | 1.4% | -23.7%
Cc1cccc(C2=NN(c3ccc(Br)cc3)[C@@H](C(=O)N3CCOC3=O)[C@@H]2c2ccc([N+](=O)[O-])cc2)c1 | 30.9%[activator] | -4.4% | -9.9% | 9.0% | x | x | x | -5.9 | -10.5 | x | -5.4%
CCOc1cc(CNCCc2cccc(F)c2)ccc1OC | u | 1.2% | -1.5% | -2.9% | -16.8% | -4.4% | 2.8% | 17.4 | 19.1 | x | u
C(#CCN1CCOCC1)COCC#Cc1ccccc1 | 6.9% | -2.0% | -0.2% | -5.4% | 0.7% | 1.6% | -5.6% | 5.9 | -7.6 | 3.0% | 8.5%
O=C1NC(=O)C(CCc2ccncc2)(Cc2ccc(OCc3ccccc3)cc2)C(=O)N1 | x | -1.3% | -2.1% | -7.1% | -4.9% | -5.3% | 11.4% | -5.0 | -4.8 | 3.4% | 2.5%
ClC1=C(Cl)C2(Cl)C3C(Cl)C=CC3C1(Cl)C2(Cl)Cl (centres undefined) | -1.4% | 0.0% | -3.1% | 0.9% | -3.1% | x | x | -25.5 | -9.6 | x | 9.9%
COCCNC(=O)CN1C(=O)C(C)N=C(c2ccccc2)c2cc(Cl)ccc21 (centres undefined) | -8.0% | 3.2% | 2.3% | 2.1% | -2.5% | 6.5% | 3.1% | 4.8 | -0.6 | x | 4.7%
Cn1c(O)c(/C=C2\N=c3ccccc3=C2CCNC(=S)NC2CC2)c(=O)n(C)c1=O | x | -1.0% | -0.1% | u | -3.1% | 4.5% | 0.5% | -0.4 | 10.9 | 27.4% | 6.7%
O=C1NC(=O)N(c2ccccc2F)C(=O)/C1=C/c1cn(CC(=O)N2CCOCC2)c2ccccc12 | 35.8%[activator] | 0.2% | 14.9% | 5.2% | -5.9% | 0.3% | 5.1% | -5.9 | 4.7 | x | 5.8%
COc1cccc(CN2CCN(C(=O)Cc3ccccc3OC)CC2)c1 | -10.5% | 1.5% | -3.5% | -1.9% | 0.6% | 2.9% | 5.0% | -9.6 | 1.6 | -2.9% | -6.0%
O=C(c1cc2c(s1)CCCCCC2)N1CCC2(CC1)OCCO2 | -5.2% | 0.4% | 2.7% | 8.4% | 12.0% | 16.0% | 0.2% | -8.6 | 8.7 | -12.9% | -5.8%

Not all compounds are listed; count on the stated rates, not on these rows.
